GIRK2 activator: Activators of human GIRK2-containing channels; P48051; HEK293 GIRK2/NPY4 cells, thallium flux fluorescence; activation (% efficacy), % for hits at 37.5 µM; 34,000 tested, under 10 active;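 active = primary screen hit, no activity in plain HEK293 cells, and in GIRK2-only cells above 5% efficacy rising with concentration; inactive = the rest, including fluorescent compounds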;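 note: efficacy is normalized control-subtracted fluorescence 15 s after thallium addition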
Target sequence (P48051 whole entry, looked up): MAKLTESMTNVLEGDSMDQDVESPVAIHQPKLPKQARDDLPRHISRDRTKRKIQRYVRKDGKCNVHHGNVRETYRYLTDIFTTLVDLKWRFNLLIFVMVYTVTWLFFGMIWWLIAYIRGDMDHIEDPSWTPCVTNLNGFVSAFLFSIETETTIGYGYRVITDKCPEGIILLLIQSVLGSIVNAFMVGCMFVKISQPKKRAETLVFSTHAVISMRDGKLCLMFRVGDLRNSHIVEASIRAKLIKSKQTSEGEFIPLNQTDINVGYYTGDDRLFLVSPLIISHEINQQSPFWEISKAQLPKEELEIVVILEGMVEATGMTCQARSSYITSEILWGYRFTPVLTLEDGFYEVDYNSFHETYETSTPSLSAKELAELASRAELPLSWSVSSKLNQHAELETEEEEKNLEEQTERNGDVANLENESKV
Calls only; i = inactive. This is a subset (hit frequency here may not be typical).

SMILES | GIRK2 activator
COc1ccc(OC)c(NC(=O)N2CCN(c3cc(OC)nc(OC)n3)CC2)c1 | i
CCC(C(=O)N1CCN(c2ncnc3c2nnn3Cc2ccccc2)CC1)c1ccccc1 (stereo not drawn) | i
Cc1ccc(NC(=O)Cc2cc(-c3ccc4c(c3)OCO4)on2)cc1F | i
Cc1ccc(C(=O)Nc2ccccn2)cc1S(=O)(=O)N1CCCC1 | i
COCCNc1oc2c(c1-c1cc(OC)c(OC)c(OC)c1)c(=O)oc1ccccc12 | i
O=C(c1ccco1)N1CCc2ccc(NC(=O)C3(c4cccs4)CCCC3)cc2C1 | i
COc1ccc(Cl)cc1S(=O)(=O)Nc1cc(Cl)ccc1O | i
O=C(Nc1ccc2c(c1)CCCN2C(=O)c1cccs1)C1CC1 | i
O=C(Nc1nc(C(=O)N2CCN(Cc3ccc4c(c3)OCO4)CC2)co1)c1ccsc1 | i
COc1ccc(-c2cc3ccc4c(c3oc2=O)CN(C2CCS(=O)(=O)C2)CO4)cc1OC (stereo not drawn) | i
COc1ccc(OC)c(NC(=O)CS(=O)(=O)c2ccc(Cl)s2)c1 | i
CC(C)(C)n1nc2c(c1NC(=O)C(=O)NCc1ccco1)CSC2 | i
Cc1ccc(S(=O)(=O)NCCC(=O)N/N=C\c2ccco2)cc1 | i
CCOC(=O)CCC(=O)Nc1nn(C)c2c1C(c1ccco1)CC(=O)N2 (stereo not drawn) | i
CNC(=O)Cn1nnn(-c2ccc(NC(=O)C3CCN(S(C)(=O)=O)CC3)cc2)c1=O | i
Cc1cc(=O)[nH]c(-n2nc(C)c(CCC(=O)N3CCOCC3)c2C)n1 | i
O=C(NCc1ccc(Cl)cc1)NCC1(O)CCCC1 | i
O=C(Cn1cc(-c2nc(-c3cnccn3)no2)ccc1=O)NCc1ccc(F)cc1Cl | i
Cc1cc(F)ccc1S(=O)(=O)Nc1ccc2c(c1)N(C(=O)c1cccs1)CC2 | i
CN(C)S(=O)(=O)c1ccc(C(=O)Nc2nnc(Cc3cccs3)o2)cc1 | i
Cc1nn(C2CCS(=O)(=O)C2)c2nc(-c3ccccc3)cc(C(=O)NCCc3ccccc3)c12 (stereo not drawn) | i
CSCCC(C)(O)CNC(=O)COc1ccc(Cl)cc1 (stereo not drawn) | i
CCOC(=O)c1cccc(NC(=O)c2sccc2N(C)S(=O)(=O)c2ccc(C)cc2)c1 | i
CC(C(=O)Nc1cc(Cl)ccc1O)N1C(=O)c2ccccc2S1(=O)=O (stereo not drawn) | i
CCS(=O)(=O)c1ccc(CC(=O)Nc2c3c(nn2C)CCC3)cc1 | i
O=C(NCCn1nc(-c2ccc(F)cc2)ccc1=O)C1CCCN(c2cc(-n3cccn3)ncn2)C1 (stereo not drawn) | i
CNc1nn(CC(=O)Nc2ccc(C)cc2)c(N)c1-c1nc(-c2ccccc2C)no1 | i
Cc1ccc(NC(=O)c2cc([N+](=O)[O-])ccc2Cl)cc1N1CCCCC1=O | i
Cc1cc(=O)n(CC(=O)Nc2cccc(Cl)c2)cn1 | i
COc1cccc(-c2noc(C3CCN(S(=O)(=O)c4ccc(C)cc4)CC3)n2)c1OC | i
OC(COc1ccc(Cl)cc1)CN1CCN(c2ccccc2)CC1 (stereo not drawn) | i
COCCNC(=O)Cn1nc2c(c1NC(=O)c1cccc(F)c1)CSC2 | i
CS(=O)(=O)N1CCC(CNC(=O)c2ccc(Cl)s2)CC1 | i
Cc1cc(C)n(-c2ccc(=O)n(CCNC(=O)c3ccco3)n2)n1 | i
COc1ccc(-c2noc(CSc3nc4ccsc4c(=O)n3Cc3ccccc3)n2)c(OC)c1 | i
COc1ccc(CNC(=O)C2CCN(c3cc(Sc4cc(C)ccc4C)ncn3)CC2)c(OC)c1 | i
CCOc1ccc2nc(NC(=O)c3ccc(S(=O)(=O)Nc4cccnc4)o3)sc2c1 | i
CN(C)S(=O)(=O)c1ccc(C(=O)NCCNc2ccc(Nc3ccccn3)nn2)cc1 | i
CCN(C1CCCCC1)S(=O)(=O)c1ccc(C(=O)Nc2ccc([N+](=O)[O-])cc2)cc1 | i
CNC(=O)Cc1csc(NC(=O)c2csc(Nc3cccc(Cl)c3)n2)n1 | i
C=CCn1c(=O)c2c(nc3n(-c4cc(OC)ccc4OC)c(-c4ccccc4)cn23)n(C)c1=O | i
Cc1cccc(-c2nnc(NC(=O)c3cc(C)n(C(C)C)n3)o2)c1 | i
O=C(NCC(O)(c1ccco1)C1CC1)C1(c2ccccc2)CCOCC1 (stereo not drawn) | i
CC(C)N(Cc1ccccc1)c1nc2c(c(=O)n(C)c(=O)n2C)n1CC(=O)O | i
COc1ccc(S(=O)(=O)NCC2CCN(c3ncccn3)CC2)cc1F | i
CCOc1ccc(C(C)C)cc1S(=O)(=O)NCCn1nc(-c2cccnc2)ccc1=O | i
Cc1ccc(-c2ccc(=O)n(CCCC(=O)Nc3ccc(-c4ccc(=O)[nH]n4)cc3)n2)cc1 | i
O=C(c1cc(Cl)ccc1Cl)N1CCCN(CCn2cccn2)CC1 | i
CN1CCN(C(CNC(=O)C(=O)NC2CC2)c2cccn2C)CC1 (stereo not drawn) | i
O=C(N(Cc1ccsc1)Cc1ccccn1)C1(c2ccccc2)CCOCC1 | i
The list continues:
SMILES | GIRK2 activator
O=C(NCC(O)(c1cccs1)C1CC1)c1ccccc1C(F)(F)F (stereo not drawn) | i
COc1ccccc1N1CCN(C(=O)CSc2ncnc3c2[nH]c2ccccc23)CC1 | i
Cn1c(C(F)(F)F)nn(CCNC(=O)c2cc3ccccc3o2)c1=O | i
COc1cccc2cc(C(=O)Nc3ccc4c(c3)CN(C(=O)C3CC3)CC4)oc12 | i
COc1cc([N+](=O)[O-])cc2cc(C(=O)N3CCCC3)c(=O)oc12 | i
O=C(c1ccsc1)N(CCc1cccs1)Cc1ccco1 | i
O=C(Nc1nc2ccc([N+](=O)[O-])cc2s1)c1ccc(=O)n(Cc2ccccc2)c1 | i
COc1ccc(CNc2ccc(S(=O)(=O)C(C)(C)C)nn2)cc1 | i
O=S(=O)(Nc1cccc(C(F)(F)F)c1)c1c(Cl)cccc1Cl | i
O=C(NCCc1ccsc1)c1ccccc1Cl | i
CCOC(=O)N1CCc2nc(NC(=O)c3ccnn3C)sc2C1 | i
Nc1c(S(=O)(=O)c2cccs2)c2nc3ccccc3nc2n1Cc1cccs1 | i
Cc1cc(NC(=O)C(=O)NCC(c2cccs2)N(C)C)c2ccccc2n1 (stereo not drawn) | i
COc1ccc(NC(=O)Nc2ccc3c(c2)N(C(=O)c2ccccc2)CCC3)cc1 | i
COc1ccc(CNC(=O)C(=O)Nc2ccc(N3CCCC3=O)c(C)c2)cc1 | i
CC1CC(=O)Nc2c1c(NC(=O)c1ccc(F)cc1Cl)nn2C (stereo not drawn) | i
CCOC(=O)c1c(SCC(=O)Nc2cccc([N+](=O)[O-])c2)nc(=O)[nH]c1C | i
Cc1nccn1CCNC(=O)C(=O)NC1CCCCC1 | i
CC(=O)c1ccccc1OCC(O)CN1CCN(Cc2ccc3c(c2)OCO3)CC1 (stereo not drawn) | i
O=C(CSc1nc(CC(=O)N2CCc3ccccc32)cs1)c1ccc2c(c1)OCO2 | i
O=C(Cc1cc(-c2ccco2)on1)Nc1ccc2c(c1)OCCO2 | i
CC(C)COc1ccc(S(=O)(=O)Nc2ccc(CC(=O)NCC(F)(F)F)cc2)cc1 | i
COC(=O)c1cc(-c2ccc3c(c2)OCCO3)nc2c1c(C)nn2C1CCS(=O)(=O)C1 (stereo not drawn) | i
COc1ccc(C(CNC(=O)C(=O)Nc2cccc(F)c2)N2CCOCC2)cc1 (stereo not drawn) | i
Cn1cccc1CN(C(=O)CCS(=O)(=O)c1ccccc1)C1CC1 | i
COc1ccccc1NC(=O)Nc1ccc2c(c1)CC(=O)N2 | i
COc1cc(NC(=O)Nc2cccc(OC)c2OC)ccc1N1CCCCC1=O | i
Cc1cc(-n2nc(C)cc2C)n2nc(C(F)(F)F)nc2n1 | i
Cc1ccc(NC(=O)NCC(C)(O)C2CC2)cc1C (stereo not drawn) | i
COc1ccc(Cl)cc1NC(=O)CSC1=NC2(CCCCC2)Nc2ccccc21 | i
COc1ccc(OCC(=O)NNC(=O)c2ccc(=O)n(Cc3ccccc3)c2)cc1 | i
COc1ccc(SCCC(=O)Nc2sccc2C#N)cc1 | i
COc1ccc(OC)c2sc(N(CC3CCCO3)C(=O)c3ccn(C)n3)nc12 (stereo not drawn) | i
Cc1ccc(C(CNC(=O)c2cnc3ccccc3n2)N2CCOCC2)cc1 (stereo not drawn) | i
COc1ccc(C(CNS(=O)(=O)c2ccc(F)cc2)N2CCN(C)CC2)cc1 (stereo not drawn) | i
COc1cc(C)c(C)cc1S(=O)(=O)Nc1ccc(N2CCCC2=O)c(C)c1 | i
Cc1cccnc1NC(=O)C1CCCN(c2ccc(-n3ccnc3)nn2)C1 (stereo not drawn) | i
COCCNC(=O)Cc1ccc(NS(=O)(=O)c2ccc(F)c(C)c2)cc1 | i
CCc1ccc(OCC(O)Cn2c(C3CC(=O)N(c4ccc(F)cc4)C3)nc3ccccc32)cc1 (stereo not drawn) | i
COc1ccc(S(=O)(=O)N2CCC(C(=O)Nc3cccc(OC)c3)CC2)cc1 | i
COc1ccccc1CCNC(=O)c1ccc(Cl)c(N2C(=O)CCS2(=O)=O)c1 | i
CC(=O)c1ccc(OCC(O)CN2CCN(c3ccccc3F)CC2)cc1 (stereo not drawn) | i
COc1cccc(CC(=O)N2CCC(CN3CCN(C)CC3C)CC2)c1 (stereo not drawn) | i
COC(=O)Nc1nc(CC(=O)Nc2ccc(S(N)(=O)=O)cc2)cs1 | i
CN(C)CCN1CC(C(N)=O)CC1=O (stereo not drawn) | i
Cn1cccc1C(CNS(=O)(=O)c1cccc(Cl)c1)N1CCOCC1 (stereo not drawn) | i
Cc1ccc(NC(=O)CSc2nccn3nc(-c4ccccc4)cc23)c(Cl)c1 | i
Cc1nc(N2CCN(CCO)CC2)nc(Nc2ccc(F)cc2)c1[N+](=O)[O-] | i
COc1ccc(Cl)cc1S(=O)(=O)NCC1CCN(Cc2ccco2)CC1 | i
COc1ccc(S(=O)(=O)NCC(c2ccc(C)cc2)N2CCN(C)CC2)cc1OC (stereo not drawn) | i

A run of entries from the list above, as a working copy:
SMILES | GIRK2 activator
COc1ccc(OC)c2sc(N(CC3CCCO3)C(=O)c3ccn(C)n3)nc12 (stereo not drawn) | i
Cc1ccc(C(CNC(=O)c2cnc3ccccc3n2)N2CCOCC2)cc1 (stereo not drawn) | i
COc1ccc(C(CNS(=O)(=O)c2ccc(F)cc2)N2CCN(C)CC2)cc1 (stereo not drawn) | i
COc1cc(C)c(C)cc1S(=O)(=O)Nc1ccc(N2CCCC2=O)c(C)c1 | i
Cc1cccnc1NC(=O)C1CCCN(c2ccc(-n3ccnc3)nn2)C1 (stereo not drawn) | i
COCCNC(=O)Cc1ccc(NS(=O)(=O)c2ccc(F)c(C)c2)cc1 | i
CCc1ccc(OCC(O)Cn2c(C3CC(=O)N(c4ccc(F)cc4)C3)nc3ccccc32)cc1 (stereo not drawn) | i
COc1ccc(S(=O)(=O)N2CCC(C(=O)Nc3cccc(OC)c3)CC2)cc1 | i
COc1ccccc1CCNC(=O)c1ccc(Cl)c(N2C(=O)CCS2(=O)=O)c1 | i
CC(=O)c1ccc(OCC(O)CN2CCN(c3ccccc3F)CC2)cc1 (stereo not drawn) | i
COc1cccc(CC(=O)N2CCC(CN3CCN(C)CC3C)CC2)c1 (stereo not drawn) | i
COC(=O)Nc1nc(CC(=O)Nc2ccc(S(N)(=O)=O)cc2)cs1 | i
CN(C)CCN1CC(C(N)=O)CC1=O (stereo not drawn) | i
Cn1cccc1C(CNS(=O)(=O)c1cccc(Cl)c1)N1CCOCC1 (stereo not drawn) | i
Cc1ccc(NC(=O)CSc2nccn3nc(-c4ccccc4)cc23)c(Cl)c1 | i
Cc1nc(N2CCN(CCO)CC2)nc(Nc2ccc(F)cc2)c1[N+](=O)[O-] | i
COc1ccc(Cl)cc1S(=O)(=O)NCC1CCN(Cc2ccco2)CC1 | i
COc1ccc(S(=O)(=O)NCC(c2ccc(C)cc2)N2CCN(C)CC2)cc1OC (stereo not drawn) | i

(next part)
SMILES | GIRK2 activator
Cc1ccc(Cl)cc1NC(=O)C(=O)NCC1CCN(C(=O)Nc2ccc(F)cc2)CC1 | i
Cc1ccc(-n2ccnc2N2CCN(C(=O)C3CC3)CC2)cc1 | i
O=S(=O)(Cc1cccc(Cl)c1)N1CCOC(c2ccccc2)C1 (stereo not drawn) | i
CS(=O)(=O)c1ccc(Cl)c(S(=O)(=O)N2CCN(c3ccccc3)CC2)c1 | i
CC(=O)Nc1ccc(S(=O)(=O)N2CCN(Cc3nc(C(C)(C)C)cs3)CC2)cc1 | i
CC(C)NC(=O)c1nsc(C(=O)NCCc2cccs2)c1N | i
Cc1cc(S(=O)(=O)Nc2ccc3c(c2)C(=O)N2CCCCC2CCO3)c(Cl)cc1Cl (stereo not drawn) | i
Cc1ccc(S(=O)(=O)Nc2ccc3nnc(C)n3n2)cc1 | i
Cc1nc(NC(=O)C2CCCN(c3ccc(-n4ccnc4)nn3)C2)sc1C (stereo not drawn) | i
Cc1cccc2sc(N(CCN3CCOCC3)C(=O)c3ccc([N+](=O)[O-])s3)nc12 | i
COc1ccc(C(=O)CSc2nc(CC(=O)NCc3nc4ccccc4[nH]3)cs2)cc1 | i
COc1cc(NC(=O)Cc2ccc(F)cc2)ccc1N1CCCCC1=O | i
O=S(=O)(c1c(Cl)cccc1Cl)N1CCN(Cc2ccc3c(c2)OCO3)CC1 | i
O=C(NCC1CCN(Cc2cccs2)CC1)c1ccccc1C(F)(F)F | i
Cc1nc(C)c(CC(=O)N2CCN(S(C)(=O)=O)CC2)s1 | i
O=C(Nc1ccc([N+](=O)[O-])cc1)c1ccc(=O)n(Cc2c(F)cccc2Cl)c1 | i
O=C(NCCC1=CCCCC1)C(=O)NCC1(c2ccccc2)CCOCC1 | i
Cc1ccc(Nc2cc(N3CCN(C(=O)c4ncccn4)CC3)nc(C)n2)cc1 | i
CCOc1ccccc1NC(=O)C1Cc2ccc(Cl)cc2C(=O)O1 (stereo not drawn) | i
O=C(NCC(O)(c1ccco1)C1CC1)Nc1ccccc1C(F)(F)F (stereo not drawn) | i
O=C(COc1ccccc1)NCCOc1ccc(F)cc1 | i
CCc1ccc(S(=O)(=O)Nc2cc(-c3cn4nc(OC)ccc4n3)ccc2C)s1 | i
COc1ccccc1NC(=O)N1CCC(CNS(=O)(=O)c2ccccc2Cl)CC1 | i

Screening data from PubChem BioAssay.
